Source: PubChem BioAssay (National Center for Advancing Translational Sciences (NCATS))
HEK293 cAMP ctrl: raises cAMP in parental HEK293 cells, TSHR agonist counter-screen; Potency, µM (series often up to 57.1 µM), for the others: at the highest dose activation, usual class: activators; AID 938; parental HEK293 CNG cAMP sensor, membrane potential fluorescence; actives 2.5% (n = 73,000); further: potency means the concentration at half of the fitted maximal effect; % of control where 0% means no effect; nearly all actives have a fitted effect of over 55% in size
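Counterscreen for endogenous-receptor signalling: CNG-channel HEK 293 cells report cAMP rise by membrane depolarization. After 60 min dye equilibration with 100 uM RO 20-1724, compounds incubated 30 min before bottom-read fluorescence at 590 nm.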
Caspase-1 inhib: caspase-1 (human) inhibition, allosteric or competitive; P29466; Caspase-1 enzyme, Ac-WEHD-AFC fluorogenic rate; Potency, µM (highest dose often 57.5 µM), inactives show at the top dose activity change, negative = inhibition, usual class: inhibitors; actives 0.03% (n = 75,000);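 further: potency means the concentration at half of the fitted maximal effect; plate controls were vehicle for no effect and no substrate for full effect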
Target sequence (P29466 120-297 limits assumed): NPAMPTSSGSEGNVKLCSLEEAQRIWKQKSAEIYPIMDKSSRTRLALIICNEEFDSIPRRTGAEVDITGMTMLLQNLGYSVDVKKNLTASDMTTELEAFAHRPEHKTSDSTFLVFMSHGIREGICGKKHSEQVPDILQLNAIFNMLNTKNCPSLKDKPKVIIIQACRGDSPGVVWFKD
Target sequence (P29466 317-404 limits assumed): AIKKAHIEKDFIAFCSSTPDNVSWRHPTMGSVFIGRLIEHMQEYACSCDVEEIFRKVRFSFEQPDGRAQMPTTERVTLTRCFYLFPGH
4MU fluor: 4-MU region autofluorescence | actives 11% (n = 59,000) | max dye-equivalent concentration, M | compound autofluorescence, 340/450 nm, 4-MU equivalents; active compounds read high | AID 589; in the data active means max dye-equivalent concentration above about 10 nM; inconclusive means mostly about 1.1 nM to 9.6 nM
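Intrinsic fluorescence at 340/450 nm (ex/em) was read after 15 min at room temperature in pH 8.0, 100 mM Tris. Each compound concentration expressed as 4-MU-equivalent concentration from a six-point 4-MU standard series on each plate.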
ERK AVP inh: blocks ERK signaling stimulated by vasopressin; HEK293-V1b, vasopressin-stimulated pERK AlphaScreen; Potency, µM (top dose mostly 57.5 µM), without a hit: at the top dose activity, negative = inhibition, most hits filed as inhibitors; actives 0.99% (n = 72,000); AID 995; further: potency means the concentration at half of the fitted maximal effect; on the % scale 0 is the no-effect control and ±100 the full control effect; nearly all actives have a fitted effect of over 55% in size
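HEK293 cells stably expressing V1b receptor, seeded overnight in 1% FBS, were treated with compounds for 30 min at 37C, then stimulated 5 min with 25 nM vasopressin; phospho-ERK read by AlphaScreen SureFire after lysis.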
A350 fluor: compound fluoresces in the Alexa 350 spectral region; Compound autofluorescence, 340/450 nm, Alexa 350 dye-equivalents; active compounds read high; max dye-equivalent concentration, M; actives 11% (n = 59,000); AID 590; in the data active means max dye-equivalent concentration above about 10 nM; inconclusive means mostly about 1.1 nM to 9.6 nM
FLuc inh: blocks Photinus pyralis firefly luciferase activity | actives 2.2% (n = 72,000) | AID 411 | P08659 | purified firefly luciferase, luminescence, 8 min | Potency, µM (doses to about 57.1 µM), without a hit: at the top dose activity change, negative = inhibition, usual class: inhibitors; further: potency means the concentration at half of the fitted maximal effect; on the % scale 0 is the no-effect control and ±100 the full control effect; nearly all actives have a fitted effect of over 40% in size
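Here, luciferase activity is measured as luminescence following an 8 min room-temperature reaction at 10 uM ATP, pH 7.2. Every library sample is titrated.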
Tau filament bind: tau filament binding; P10636; recombinant tau filaments, thioflavin S fluorescence, 15 h; filaments grown with octadecylsulfate alongside compound; Potency, µM (doses to about 57.1 µM), inactives show at the top dose activity change, negative = inhibition; actives 2% (n = 71,000); AID 596;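 further: potency means the concentration at half of the fitted maximal effect; on the % scale 0 is the no-effect control and ±100 the full control effect; actives lower thioflavin S fluorescence by blocking filaments or displacing dye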
Target sequence (P10636 whole entry, looked up): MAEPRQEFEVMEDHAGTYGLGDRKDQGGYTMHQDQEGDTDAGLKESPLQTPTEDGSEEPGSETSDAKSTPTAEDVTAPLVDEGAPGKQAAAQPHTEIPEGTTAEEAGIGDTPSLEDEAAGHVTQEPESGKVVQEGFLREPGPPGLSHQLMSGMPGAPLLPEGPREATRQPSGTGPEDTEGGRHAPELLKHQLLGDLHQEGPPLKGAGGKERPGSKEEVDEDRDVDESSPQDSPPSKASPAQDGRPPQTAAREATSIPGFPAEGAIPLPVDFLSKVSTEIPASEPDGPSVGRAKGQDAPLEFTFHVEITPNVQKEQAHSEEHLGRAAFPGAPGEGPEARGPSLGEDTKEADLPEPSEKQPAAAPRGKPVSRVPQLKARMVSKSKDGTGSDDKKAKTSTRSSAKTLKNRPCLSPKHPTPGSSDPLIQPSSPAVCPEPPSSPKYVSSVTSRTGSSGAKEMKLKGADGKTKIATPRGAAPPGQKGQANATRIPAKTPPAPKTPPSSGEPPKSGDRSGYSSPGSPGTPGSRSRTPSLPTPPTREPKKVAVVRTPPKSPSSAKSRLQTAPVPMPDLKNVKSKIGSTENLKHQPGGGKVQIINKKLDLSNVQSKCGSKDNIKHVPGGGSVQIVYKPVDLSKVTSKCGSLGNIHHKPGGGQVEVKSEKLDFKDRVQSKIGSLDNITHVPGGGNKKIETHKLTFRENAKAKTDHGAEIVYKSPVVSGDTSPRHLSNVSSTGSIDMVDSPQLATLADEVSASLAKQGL
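His-tagged recombinant human tau (exons 2, 3 and 10 included), 1 uM, was induced to fibrillize by 30 uM sodium octadecylsulfate with compound present. After 15 h at 37 C, thioflavine S fluorescence (ex 450, em 510 nm) was read.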
Texas Red fluor: compound fluoresces in the Texas Red spectral region | Compound fluorescence, Texas Red channel, 547/618 nm; active compounds read high | actives 0.06% (n = 59,000) | AID 587 | max dye-equivalent concentration, M; in the data active means max dye-equivalent concentration above about 10 nM; inconclusive means between about 1.1 nM and that limit
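Spectral interference profiling: each compound concentration's relative fluorescence, read with a 547 nm excitation and 618 nm emission filter pair, was normalized to a per-plate Texas Red standard curve.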
Rhodamine fluor: compound autofluorescence in rhodamine spectral region; actives 0.05% (n = 59,000); max dye-equivalent concentration, M; Rhodamine-region fluorescence, 547/598 nm, Tris buffer; active compounds read high; in the data active means max dye-equivalent concentration above about 11 nM; inconclusive means between about 1.1 nM and that limit
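Compounds in 100 mM Tris buffer, pH 8.0, were incubated 15 min at room temperature, then read at 547 nm excitation and 598 nm emission. Fluorescence was normalized against a per-plate six-point rhodamine standard curve as dye-equivalent concentration.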
Caspase-7 inhib: blocks human caspase-7 allosterically or competitively; AID 889; actives 0.02% (n = 75,000); P55210; Potency, µM (series often up to 57.5 µM), for inactives: top-dose activity change, negative = inhibition, usual class: inhibitors; recombinant caspase-7, Ac-DEVD-AFC fluorescence rate; active means well fitted inhibition curve with a large enough effect in the main read-out, with a control signal flat, not every such curve was filed as active; inconclusive means small, poorly fitted or top-dose-only effect, or a change in a side signal; further: potency means the concentration at half of the fitted maximal effect; % of control where 0% means no effect
Fluorescein fluor: compound autofluorescence in fluorescein spectral region. Compound autofluorescence, 480/540 nm, fluorescein-equivalent; active compounds read high. max fluorescein-equivalent concentration, M. actives 0.91% (n = 59,000). AID 593; in the data active means max fluorescein-equivalent concentration above about 10 nM; inconclusive means between about 1.1 nM and that limit
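First, buffer (100 mM Tris, pH 8.0) dispensed; second, compounds and fluorescein standards pinned in; third, 15 min room-temperature incubation; finally, imaging at ex 480 nm/em 540 nm. Fluorescence normalized against the six-point fluorescein curve.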
* = called active by the depositor; i = inactive; ? = inconclusive; . = no result given; ! = a repeat was not active; [ ] = remark or other dose. Unless noted, the call rests on the fitted dose curve; in most records, active means well fitted curve in the direction sought with a large enough effect; inconclusive means small, poorly fitted or top-dose-only effect, or another doubt; inactive means no such curve, though single readings can be large; an effect the other way counts as inactive or inconclusive. Only part of the results is shown; count on the stated rates, not on these rows.

smiles | HEK293 cAMP ctrl | Caspase-1 inhib | 4MU fluor | ERK AVP inh | A350 fluor | FLuc inh | Tau filament bind | Texas Red fluor | Rhodamine fluor | Caspase-7 inhib | Fluorescein fluor
CC(=O)NC1(c2cccc(F)c2)CCN(CC(=O)NC2CCCCC2)CC1 | 24% | 1% | i | -10% | i | 3% | -7% | i | i | 2% | i
COCCCNC(=O)CCCn1c(=O)c2ccccc2n(CC(=O)Nc2c(C)cccc2C)c1=O | 17% | 0% | i | 2% | i | 1% | -6% | i | i | 0% | i
COc1cc(C)c(C(C)C)cc1S(=O)(=O)N1CCOCC1 | 12% | 2% | i | -5% | ? | 1% | 5% | ? | i | -2% | i
COc1ccc(S(=O)(=O)Cc2ccc(C(=O)N3CCOCC3)o2)cc1 | 3% | 3% | . | -5% | . | 1% | -1% | . | . | -2% | .
COc1ccccc1N1C(=O)C2CC(C)=C(C)CC2C1=O (stereo not given) | 3% | 0% | i | -21% | i | 0% | -6% | i | i | -2% | i
O=C(CCS(=O)(=O)c1ccc(Br)cc1)N1CCN(c2ccccc2F)CC1 | 27% | -1% | 1.6e-08M* | 17% | 1.5e-08M* | 1% | 6% | i | i | -1% | i
OCCOCCNc1ncnc2c1cnn2-c1ccc(Cl)cc1 | . | . | 1.4e-08M* | . | ? | 10µM* | . | i | i | . | ?
CC12CCC(C(=O)NCc3ccc4c(c3)OCO4)(CC1=O)C2(C)C (stereo not given) | 2% | -2% | i | -3% | ? | 2% | -7% | i | i | 1% | ?
CCOc1ccccc1NC(=O)C1CCCN1C(=O)OCc1ccccc1 (stereo not given) | 25% | -1% | i | -6% | i | 0% | -3% | i | i | 0% | i
Cc1cc(NC(=O)C2CC=CCC2C(=O)O)no1 (stereo not given) | 2% | 0% | i | -12% | i | 4% | 8% | ? | i | 0% | i
COc1ccc(-c2nc(C)sc2CC(=O)O)cc1 | 2% | -1% | i | -11% | i | 3% | 0% | ? | i | 0% | i
CCN(CCCNC(=O)CCNC(=O)Cn1ccc2ccccc2c1=O)c1ccccc1 | 16% | 1% | i | 18% | i | 2% | 8% | i | i | -1% | ?
Cc1ccc(S(=O)(=O)N(C)CC(=O)OCc2nnc(-c3ccccc3)o2)cc1 | -2% | 0% | i | 14% | i | -1% | -14% | i | i | -2% | i
COc1ccc(CNC(=O)C2CC(c3ccc(F)cc3)=NO2)cc1 (stereo not given) | 25%[2.29 µM] | 2% | i | -11% | i | 5% | -7% | i | i | -1% | i
Cc1ccc(-c2nn(CC(=O)O)c(=O)c3ccccc23)cc1 | 15% | -4% | . | -4% | . | -3% | -13% | . | . | 0% | .
O=C(c1ccncc1)N1CCC2(CCCN(C(c3ccccc3)c3ccccc3)C2)CC1 | 10µM* | -5% | i | 9% | i | 0%[11.4 µM] | 32% | i | i | -6% | i
CCCn1c2c(c(O)c(C(=O)Nc3ccc(OC)cc3)c1=O)CCCC2 | -11% | -1% | 5e-08M* | 1% | 4.1e-08M* | -2% | 23% | i | i | 3% | i
CCOC(=O)c1ccc(Nc2cc(C)nc3ncnn23)cc1 | -2% | 0% | i | -22% | ? | -2% | -2% | i | i | 0% | ?
CC(=O)Nc1ccc(NS(=O)(=O)C(F)(F)F)cc1 | 7% | -4% | . | 32%[activator] | . | 2% | -6% | . | . | -3% | .
Cn1ccnc1 | -20% | 2% | 1.1e-07M* | 9% | 1.3e-07M* | 0% | -11% | ? | i | 0% | i
CCN(CC)CCCN1C(=O)C(O)=C(C(=O)c2sc(C)nc2C)C1c1ccc(C)o1 (stereo not given) | 7% | -2% | i | -7% | i | 4% | -2% | i | i | -1% | ?
CCSc1nnc(NC(=O)C(C)(C)C)s1 | -3% | -2% | . | -8% | . | -14% | -4% | . | . | 1% | .
COc1ccc(Cl)cc1NC(=O)c1cnc2sccn2c1=O | 1% | -5% | . | . | . | 0% | 51% | . | . | -2% | .
COc1ccc(CN2CCCC(C(=O)N3CCCC3)C2)cc1 (stereo not given) | 3% | 1% | i | -19% | ? | -1% | -1% | i | i | 1% | ?
CC(=O)NC1CCN(C(=O)N2CCCC2)CC1 | -1% | 2% | i | 17% | i | 2% | 0% | i | i | 1% | i
O=S(=O)(c1ccc(F)cc1)N(CCO)CC(O)Cn1c2ccccc2c2ccccc21 (stereo not given) | -10% | -2% | i | ? | i | 4% | 10% | i | i | -1% | i
O=C(CCCN1C(=O)c2ccccc2C1=O)Oc1ccc(F)cc1 | 1% | -1% | i | 4% | i | 0% | -6% | i | i | 0% | i
CCOC(=O)c1cccc(NC(=O)CSc2nnc(COc3ccc(Cl)cc3)o2)c1 | 7% | 2% | i | -10% | i | 0% | 1% | i | i | 2% | i
O=C(NCN1CCc2ccccc2C1)c1ccccc1 | 3% | -1% | i | -1% | i | -1% | -4% | i | i | -1% | i
Cc1ccc(-c2nnc3n2N=C(c2ccc(Br)cc2)CS3)cc1 | 15% | -1% | . | -15% | . | -5% | i | . | . | -3% | .
Cc1cc(C(F)(F)F)n2ncc(-c3ccccc3)c2n1 | 28% | -1% | 1.2e-08M* | -27% | 1.2e-08M* | 0% | -2% | i | i | 0% | i
Cc1cc(NC(=O)C2COc3ccccc3O2)no1 (stereo not given) | 3% | -3% | . | 6% | . | -6% | -12% | . | . | -1% | .
Cc1ccc2nc(NC3=NCN(Cc4cccnc4)CN3)nc(C)c2c1 | 8% | -2% | i | -4% | i | 1% | 1% | ? | i | 0% | ?
CN1C2CCC1CC(OC(=O)c1c[nH]c3ccccc13)C2 (stereo not given) | 12% | -3% | i | -1% | i | -4% | 4% | i | i | 0% | i
NS(=O)(=O)c1cc2c(cc1Cl)NCNS2(=O)=O | 5% | -5% | ? | 10% | ? | 1%[25.5 µM] | -12% | i | i | -1% | 1.1e-08M*!
CCCCN(C)C(=O)CS(=O)(=O)Cc1nc(-c2cccc(OC)c2)oc1C | 25% | -1% | . | 6% | . | -1% | 4% | . | . | 1% | .
Cc1nn(-c2ccccc2)c(-c2ccccc2)c1C(=O)O | -4%[11.4 µM] | 1% | . | 1% | . | 1% | -12%[11.4 µM] | . | . | 3% | .
Cn1cc(CC(=O)Nc2cccc(C#N)c2)c2ccccc21 | -4% | 1% | i | -1% | i | 1% | -6% | i | i | 0% | i
CSc1ccccc1NC(=O)c1c(Br)cnn1C | . | . | i | . | i | 1%[25.5 µM] | . | i | i | . | ?
Cc1ccccc1C1CC(c2ccc(Br)cc2)Nc2nc(N)nn21 (stereo not given) | 20% | 0% | . | 0% | . | 0% | -28% | . | . | -8% | .
CC1CCCN(Cc2nc3c(c(=O)n(C)c(=O)n3C)n2Cc2c(F)cccc2Cl)C1 (stereo not given) | 17% | -3% | . | . | . | 6.3µM* | 214% | . | . | -4% | .
Cc1ccc(C(=O)NC2CC3CCCC(C2)N3C(=O)NC2CCCCC2)cc1 (stereo not given) | -10% | -3% | i | -4% | i | -3% | 0% | i | i | 0% | ?
Cc1cc(C)cc(OCC(=O)Nc2nonc2NC(=O)COc2cc(C)cc(C)c2)c1 | -5% | -3% | i | 10% | i | -1% | 179% | i | i | -3% | i
CC1CCCCN1C(=O)CSCC(=O)Nc1nc(-c2cccs2)cs1 (stereo not given) | ? | -3% | . | . | . | -2% | -10% | . | . | -1% | .
CCOC(=O)CSc1nnc(-c2cccs2)n1-c1ccccc1 | ? | 0% | ? | -19% | ? | -8% | 13% | ? | i | 0% | i
CN(C(=O)c1ccccc1)C1(C)CCS(=O)(=O)C1 (stereo not given) | 0% | 0% | i | 4% | i | 0% | -2% | i | i | -1% | ?
COC(=O)[C@@]1(Cc2ccccc2)[C@H]2c3cc(C(=O)N(C)C)n(CCN4CNCC4=O)c3C[C@H]2CN1C(=O)c1ccccc1 | 27% | 0% | . | -18% | . | . | 11% | . | . | -2% | .
C=CCn1c(SCC(=O)C(C)(C)C)nnc1-c1ccccn1 | 21% | -2% | i | -26% | ? | -4% | -6% | i | i | 1% | ?
COCCNC(=O)c1noc2c1CCc1cc(OC)ccc1-2 | 10% | 1% | i | 20% | i | 13µM* | 2% | ? | i | 0% | ?
Cc1cccc(CSC2=NCCN2C(=O)c2ccc(Br)o2)c1 | 32µM* | -9% | . | 22% | . | -2% | 4% | . | . | -6% | .
CCCOc1ccc(C(=O)NCc2ccco2)cc1 | 3% | -3% | . | -1% | . | -13% | 8% | . | . | 0% | .
CCCC(=O)Nc1ccc(C(=O)O)cc1NC(=O)CCC | 7% | 0% | i | -9% | i | 1% | -5% | ? | i | 0% | i

Compound profiles, from the list above:
`COc1ccccc1N1C(=O)C2CC(C)=C(C)CC2C1=O` (stereo not given) is listed with HEK293 cAMP ctrl: 3%; Caspase-1 inhib: 0%; 4MU fluor: i; ERK AVP inh: -21%; A350 fluor: i; FLuc inh: 0%; Tau filament bind: -6%; Texas Red fluor: i; Rhodamine fluor: i; Caspase-7 inhib: -2%; Fluorescein fluor: i
`Cc1ccccc1C1CC(c2ccc(Br)cc2)Nc2nc(N)nn21` (stereo not given) is listed with HEK293 cAMP ctrl: 20%; Caspase-1 inhib: 0%; 4MU fluor: .; ERK AVP inh: 0%; A350 fluor: .; FLuc inh: 0%; Tau filament bind: -28%; Texas Red fluor: .; Rhodamine fluor: .; Caspase-7 inhib: -8%; Fluorescein fluor: .
